Bioassay records: PubChem BioAssay, several laboratories
Dengue-2 NS5 capping: flavivirus cap methylation enzyme inhibition – biochemical, confirmation dose response, primary screen (AID 588689); one-dose inhibition, % at 25 µM; IC50 in µM for titrated hits; Dengue-2 NS5 methyltransferase capping enzyme assay, biochemical; higher % means a stronger effect; actives 0.3% (n = 340,000); in the data active means a potency from the dose series; inconclusive means inhibition above about 29% without an active follow-up result
Salmonella PhoP GFP: PhoP-dependent GFP reporter repression – Salmonella Typhimurium, primary screen (AID 1863); inhibition, % at 50 µM; hits with a dose series show IC50 in µM; actives 0.16% (n = 300,000); S. Typhimurium PhoP-regulated promoter GFP reporter, 4 h; higher % means a stronger effect;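 active means inhibition over 29.93%, a cutoff 3 SD above the screen mean, later confirmed by dose response; inconclusive means inhibition over 29.93% but no dose response follow-up; inactive means inhibition at most 29.93% or unconfirmed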;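 further: 0% = low Mg2+ inducing control and 100% = high Mg2+ repressing control; strong numbers were not always called active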
LYP phosphatase: PTPN22 lymphoid phosphatase activity blockers – biochemical, fluorescence intensity, uHTS (AID 1779) | recombinant LYP phosphatase, fluorescence intensity; higher % means a stronger effect | inhibition, % at 11.5 µM, or IC50 in µM where a hit was titrated | actives 0.054% (n = 290,000); in the data active means inhibition above about 50%;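 further: plate controls were vehicle with enzyme for no effect and no enzyme for full effect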
Large T inhibition: SV40 large T antigen inhibitors, biochemical (AID 1903). SV40 large T antigen ATPase/helicase inhibition assay; higher % means a stronger effect. inhibition, % at 20 µM, or IC50 in µM where a hit was titrated. actives 0.39% (n = 310,000); in the data active means a potency from the dose series; inconclusive means inhibition mostly from about 32% at the one dose, without a potency; inactive means the rest, 99 in 100 with inhibition below about 32%; further: strong numbers were not always called active
RSV CPE inhibition: inhibition of RSV-induced cytopathic effect – HEp-2 cells, primary 10 µM value included (AID 2391). CPE inhibition, % at 10 µM; hits with a dose series show IC50 in µM. actives 0.13% (n = 310,000). HEp-2 cells, RSV-induced CPE inhibition; higher % means a stronger effect; in the data active means a potency from the dose series; inconclusive means CPE inhibition mostly from about 23% at the one dose, without a potency; inactive means the rest, 99 in 100 with CPE inhibition below about 21%; further: strong numbers were not always called active
West Nile antiviral: inhibition of WNV-induced cytopathic effect – cell-based, CPE readout (AID 1621). West Nile virus-infected cells, CPE inhibition; higher % means a stronger effect. one-dose CPE inhibition, % at 10 µM; IC50 in µM for titrated hits. actives 0.02% (n = 290,000); in the data active means a potency from the dose series; inconclusive means CPE inhibition mostly from about 3.7% at the one dose, without a potency; inactive means the rest, 99 in 100 with CPE inhibition below about 2.2%; further: strong numbers were not always called active
GPR35 antagonists: inhibition of zaprinast-stimulated GPR35 beta-arrestin translocation – imaging, U2OS, beta-arrestin-GFP, zaprinast agonist, primary screen (AID 2058); U2OS GPR35 beta-arrestin-GFP translocation imaging, zaprinast antagonism; higher % means a stronger effect; inhibition, % at 10 µM; hits with a dose series show IC50 in µM; actives 0.052% (n = 290,000);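 active means inhibition of at least 50% with at least 30 cells and total cytoplasm GFP at most 10,000,000; inconclusive means under 30 cells or total GFP of 10,000,000 plus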
Rac1 GTP hydrolysis: MgcRacGAP GTPase-activating activity inhibitors, confirmation, biochemical, ADP Hunter fluorescence. MgcRacGAP-stimulated Rac1 GTP hydrolysis, ADP Hunter fluorescence; higher % means a stronger effect; GST-tagged Rac1 F28L mutant substrate. one-dose inhibition, % at 30 µM; IC50 in µM for titrated hits. actives 0.6% (n = 340,000). AID 624330;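 active means first-screen hits whose inhibition reached a set limit at any dose in the follow-up dose series; inconclusive means inhibition above the set first-screen limit but never retested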;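 further: fluorescence reports GDP produced by GAP-driven GTP hydrolysis; strong numbers were not always called active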
ER stress rescue: protection against thapsigargin-triggered cell killing – 384-well, CSM14.1, ATP luminescence, primary screen (AID 1222) | 190,000 tested, under 10 active | cellular ATP content (survival), % at 20 µM, or EC50 in µM where a hit was titrated | CSM14.1 thapsigargin-induced death rescue, ATP luminescence; higher % means a stronger effect;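 active means EC50 below 50 µM in the dose-response confirmation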;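 further: death triggered by thapsigargin at about 15 µM added after 2 h compound pretreatment; cell ATP read after overnight thapsigargin exposure of roughly 18 to 22 hours; normalized against plate controls of thapsigargin alone and 5% DMSO vehicle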
Dengue-2 NS5 capping pilot replicate: recorded beside Dengue-2 NS5 capping, whose call it bears; inhibition, %; measured here: pilot screen replicate inhibition
* marks the source's active call; other numbers are inactive results; ? = inconclusive; · = no result given.

SMILES | Dengue-2 NS5 capping | Salmonella PhoP GFP | LYP phosphatase | Large T inhibition | RSV CPE inhibition | West Nile antiviral | GPR35 antagonists | Rac1 GTP hydrolysis | ER stress rescue | others
CCc1noc(C)c1C(=O)N1CCN(S(=O)(=O)c2ccc(Cl)s2)CC1 | 2% | -7% | · | 18% | 0.9% | · | · | 5% | ·
CCn1c(C)c(C)c2cc(C(=O)N3CCCC3)ccc21 | -11% | -6% | -10% | 8% | 3.1% | 0.5% | 6% | 3% | ·
Cc1cc(C(=O)CSc2nnc(C3COc4ccccc4O3)n2C)c(C)n1-c1ccc(F)cc1 (centres undefined) | -2% | -7% | 10% | 11% | 5.2% | -0.2% | -6% | 10% | -2.1%
CCCC(=O)c1c[nH]c(C(=O)NCCc2ccccn2)c1 | 0% | -4% | 4% | 0% | 1.2% | 0.3% | -17% | 2% | -0.7%
COCCNC(=O)CCCCCN1C(=O)CCC1=O | 5% | -5% | 0% | 3% | 2.7% | 0.4% | 6% | -12% | 0.1%
CC(C)C(=O)Nc1cccc(NC(=S)NC(=O)c2ccccc2Cl)c1 | -2% | -8% | -1% | 9% | 0.4% | -0.5% | 9% | 8% | 1.2%
CCOC(=O)NC(=O)/C(C#N)=N/Nc1c(F)cccc1F | 6% | -28% | -7% | 13% | 1.8% | 0.2% | -6% | 7% | -2.8%
CCOC(=O)c1c(C)c2c(=O)[nH]cnc2n1-c1ccccc1 | -1% | 0% | -6% | 9% | -2.4% | 1.0% | 12% | 2% | ·
COC(=O)c1ccc(CN2C(=O)NC3(CCCCC3)C2=O)cc1 | 10% | 0% | -5% | 2% | 2.2% | -0.2% | -14% | 4% | -15%
CCc1ccc([C@@H]2CC=C(C(=O)O)[C@H](c3ccccc3F)N2S(=O)(=O)c2ccc(C)cc2)cc1 | 17% | -7% | · | 18% | 5.4% | · | · | 5% | ·
CC(C)OCCCNC(=O)C1CC(=O)N(CCc2ccccc2)C1 (centres undefined) | -2% | -11% | -8% | 20% | 1.5% | 1.2% | -9% | 1% | ·
CSc1nnc(-c2ccccc2Cl)o1 | -2% | -2% | -5% | 23% | 6.5% | 0.4% | 2% | 8% | -1.2%
C=CCN=C1CC(C)(C)CC(=O)/C1=C(\O)CCCN1C(=O)c2ccccc2C1=O | -10% | 6% | -3% | 5% | -0.7% | -0.3% | -2% | -6% | 0.4%
CC(=O)c1cccc(NC(=O)c2ccc3c(c2)CCN3S(=O)(=O)c2ccccc2)c1 | -3% | -6% | 2% | 13% | ? | 1.5% | -2% | 4% | ·
CCCCCCSc1cccc(-c2nc3ccc(C)cn3c2NC2CCCCC2)c1 | -5% | · | · | 4% | -0.5% | · | · | 4% | ·
Cc1cc(=O)oc2cc(NC(=S)NNC(=O)c3c(Cl)cnn3C)ccc12 | 7% | 2% | -10% | -6% | 1.7% | -0.4% | 0% | -5% | ·
C=CCNC(=O)c1onc(CSc2ccc(F)cc2)c1C(=O)O | -10% | -9% | -4% | 9% | -0.3% | 1.3% | 12% | 2% | -0.8%
Cc1cccc(-c2nnc(SCC(=O)N3CCCC3)o2)c1 | -11% | 4% | -8% | 2% | 2.1% | -0.9% | -10% | 6% | ·
Cc1cccc(NC(=O)CCCC(=O)OC(C)C(=O)c2ccccc2)c1 (centres undefined) | -1% | 2% | -3% | 6% | 2.6% | 2.0% | -4% | 10% | ·
O=C(NC1CCCC1)C1C2C=CC3(CN(Cc4cccs4)C(=O)C13)O2 (centres undefined) | -6% | 4% | -2% | 16% | 0.3% | · | 0% | 9% | -3.9%
CC(C)c1nnc2c(N(C)S(=O)(=O)c3ccccc3)nc3ccccc3n12 | -2% | 0% | -6% | 4% | 1.0% | 1.1% | -4% | 9% | ·
COc1ccccc1NC(=O)CN(Cc1ccco1)C(=O)c1ccc(=O)[nH]c1 | -7% | -20% | -7% | 12% | 1.7% | 0.2% | -2% | 4% | ·
O=C(NCC1CCOCC1)c1cc(COc2ccc(F)cc2F)on1 | 1% | -3% | -4% | 12% | 2.2% | -1.3% | -13% | 8% | ·
O=C(CCc1ccccc1)N1CCN(c2ccc(F)cc2)CC1 | 3% | -5% | -5% | 1% | -0.5% | -0.5% | -11% | 9% | -0.2%
CC(=O)c1ccc(NC(=O)c2cc3ccccc3o2)cc1 | 0% | -3% | -4% | 6% | 1.0% | 0.1% | -10% | -2% | ·

Quoted from above (7 entries):
SMILES | Dengue-2 NS5 capping | Salmonella PhoP GFP | LYP phosphatase | Large T inhibition | RSV CPE inhibition | West Nile antiviral | GPR35 antagonists | Rac1 GTP hydrolysis | ER stress rescue | others
CCc1noc(C)c1C(=O)N1CCN(S(=O)(=O)c2ccc(Cl)s2)CC1 | 2% | -7% | · | 18% | 0.9% | · | · | 5% | ·
CCn1c(C)c(C)c2cc(C(=O)N3CCCC3)ccc21 | -11% | -6% | -10% | 8% | 3.1% | 0.5% | 6% | 3% | ·
Cc1cc(C(=O)CSc2nnc(C3COc4ccccc4O3)n2C)c(C)n1-c1ccc(F)cc1 (centres undefined) | -2% | -7% | 10% | 11% | 5.2% | -0.2% | -6% | 10% | -2.1%
CCCC(=O)c1c[nH]c(C(=O)NCCc2ccccn2)c1 | 0% | -4% | 4% | 0% | 1.2% | 0.3% | -17% | 2% | -0.7%
COCCNC(=O)CCCCCN1C(=O)CCC1=O | 5% | -5% | 0% | 3% | 2.7% | 0.4% | 6% | -12% | 0.1%
CC(C)C(=O)Nc1cccc(NC(=S)NC(=O)c2ccccc2Cl)c1 | -2% | -8% | -1% | 9% | 0.4% | -0.5% | 9% | 8% | 1.2%
CCOC(=O)NC(=O)/C(C#N)=N/Nc1c(F)cccc1F | 6% | -28% | -7% | 13% | 1.8% | 0.2% | -6% | 7% | -2.8%

Other results:
SMILES | Dengue-2 NS5 capping | Salmonella PhoP GFP | LYP phosphatase | Large T inhibition | RSV CPE inhibition | West Nile antiviral | GPR35 antagonists | Rac1 GTP hydrolysis | ER stress rescue | others
Cc1cccc(N2CCN(C(=O)CCn3c(=S)[nH]c4cc5c(cc4c3=O)OCO5)CC2C)c1 (centres undefined) | -11% | -4% | 4% | 9% | 3.2% | -0.9% | -7% | -4% | ·
COc1cccc(CNC(=O)CSc2ccc(-c3ccncc3)nn2)c1 | · | 2% | -6% | 12% | 3.1% | -1.1% | -1% | · | 2.2%
Cc1noc(C)c1S(=O)(=O)N(C)CC(=O)NCc1ccccc1 | -5% | -5% | -7% | 4% | 1.1% | 1.0% | 5% | 12% | 0.9%
Cc1cc(NC(=O)CSc2nnc(-c3ccccc3)n2C)no1 | -5% | 4% | -8% | 2% | 0.9% | -0.1% | -2% | 7% | -1.8%
CCC(Sc1nc(N)cc(=O)[nH]1)C(=O)NC(C(=O)OC)c1ccccc1 (centres undefined) | · | -2% | 1% | 2% | 0.0% | 0.8% | 53% | · | ·
Cc1noc(C)c1S(=O)(=O)Nc1ccc(C(=O)N2CCN(c3cccc(Cl)c3)CC2)cc1 | 3% | -5% | 2% | 8% | -1.2% | -0.2% | -6% | -9% | -0.1%
COc1cc([N+](=O)[O-])ccc1NC(=O)COC(=O)c1ccc(NC(N)=O)cc1 | 4% | -2% | -2% | 6% | 2.3% | 0.2% | -5% | 1% | ·
Cc1nc2cc(C(F)(F)F)ccc2n1C | -9% | 1% | -5% | 4% | 0.3% | 0.5% | 9% | 2% | -0.3%
O=C(O)CSc1nc2ccc(Cl)cc2[nH]1 | -6% | 12% | -7% | 3% | 0.4% | -0.4% | -5% | 10% | -0.9%
COc1ccc(N2CCN(C(=O)COC(=O)c3cnccn3)CC2)cc1 | -10% | 4% | · | 24% | -1.8% | · | · | 17% | ·
O=C(Cc1ccc(Cl)cc1)Nc1ccc(N2CCN(C(=O)c3ccco3)CC2)c(Cl)c1 | 3% | 0% | 0% | 4% | 4.7% | 1.1% | -12% | 5% | -2.4%
Cn1c(O)c(N=NC(=O)c2cccc(S(=O)(=O)N3CCCCC3)c2)c2ccccc21 | 4% | 8% | 6% | 9% | 2.5% | -0.3% | -2% | 7% | -0.6%
O=C(Nc1ccc(S(=O)(=O)NC2=NCCCCC2)cc1)C1COc2ccccc2O1 (centres undefined) | 2% | · | 0% | 10% | 0.4% | -0.2% | -4% | 9% | ·
COc1ccc(Br)cc1C(=O)N/N=C/c1ccc([N+](=O)[O-])cc1 | 8% | 0% | 1% | 26% | 1.3% | 0.7% | 5% | 10% | -1.0%
CC(C)C(C(=O)NC1=NCCS1)c1ccc(Cl)cc1 (centres undefined) | -1% | -6% | -7% | 2% | 5.0% | -0.9% | 2% | 3% | -1.2%
CN(C)CCNc1nc(-c2ccccc2)nnc1C(F)(F)F | -2% | 18% | -7% | -1% | 0.2% | 0.1% | 19% | 7% | -0.4%
CCc1ccc(CN2CCCC(C(=O)Nc3ccc(-c4cscn4)cc3)C2)o1 (centres undefined) | -4% | -2% | -3% | 5% | -1.3% | -0.5% | 13% | 8% | ·
CC1=CC(C)(C)[N+](C)=CN1c1ccccc1 | -1% | -2% | -3% | 14% | 1.0% | -0.4% | 8% | 6% | 2.6%
CCOC(=O)/C=C1\Nc2ccccc2OC1=O | -4% | 8% | -14% | 28% | 2.4% | -0.9% | 2% | ? | -2.7%
Nc1nnnn1/N=C/c1cccc(OCc2ccccc2Cl)c1 | 3% | -2% | -5% | 11% | ? | -0.4% | -3% | 4% | -0.1%
CC(NCc1ccccc1OC1CCCC1)c1ccccc1 (centres undefined) | -2% | -10% | -4% | 5% | -2.7% | -0.8% | -16% | -2% | ·
CCN1CCN(C(=O)c2cc3c(=O)n4ccccc4nc3s2)CC1 | 2% | 13% | -21% | 2% | 0.7% | 0.0% | -8% | 9% | ·
Cc1c(Cl)cccc1-c1ccc(C(=O)N2CCN(c3ccc([N+](=O)[O-])cc3)CC2)o1 | -2% | 9% | 7% | 5% | 6.8% | -0.1% | -2% | 6% | 0.7%
O=C(O)CCn1nnc(-c2cccs2)n1 | 1% | -2% | 2% | 3% | 1.1% | 0.0% | 10% | 5% | -2.0%
CNC(=S)N1N=C(c2ccc(Br)cc2)CC1c1ccc(Br)cc1 (centres undefined) | 1% | -2% | 13% | 10% | 10% | -1.2% | 12% | 3% | -1.6% | Dengue-2 NS5 capping pilot replicate=3.0
CCc1nnc(NC(=O)CCS(=O)(=O)c2ccccc2)s1 | -3% | 0% | -6% | 8% | 0.6% | 0.3% | 10% | 6% | ·
CC(=O)Nc1cc(C(=O)N2CCN(C)CC2)ccc1Sc1ccc(C)cc1 | -4% | 0% | -2% | -4% | -0.6% | -1.0% | 12% | 0% | -0.5%
